# Assay outcomes (PubChem)
# PV pol inh – inhibitors of poliovirus RNA polymerase binding and polymerization; P03300; poliovirus polymerase elongation, fluorescence polarization; active compounds read low; % elongation, % (compound at 16.7 µg/mL); hit rate 0.66% among 150,000; AID 588519; in the data active means % elongation below about 90%; further: some results filed as inactive read as strong as hits
# Target sequence (P03300 1749-2209 limits assumed): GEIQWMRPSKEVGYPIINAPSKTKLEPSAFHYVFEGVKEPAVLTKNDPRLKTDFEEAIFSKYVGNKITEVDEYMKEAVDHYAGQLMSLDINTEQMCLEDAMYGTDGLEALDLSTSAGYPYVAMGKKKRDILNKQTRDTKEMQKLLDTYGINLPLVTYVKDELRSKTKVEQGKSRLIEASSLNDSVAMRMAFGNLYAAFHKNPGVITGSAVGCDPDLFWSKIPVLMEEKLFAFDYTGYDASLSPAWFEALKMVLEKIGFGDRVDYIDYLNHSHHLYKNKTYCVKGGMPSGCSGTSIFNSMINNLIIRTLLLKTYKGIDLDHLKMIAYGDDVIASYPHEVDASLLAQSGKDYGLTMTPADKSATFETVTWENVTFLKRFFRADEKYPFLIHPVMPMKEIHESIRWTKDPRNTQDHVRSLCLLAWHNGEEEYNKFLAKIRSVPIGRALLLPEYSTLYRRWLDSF
# PV pol inh FP z-score – recorded beside PV pol inh, whose call it bears; z-score; measured here: FP z-score; hits read low
# Starred values were filed as active, the others as inactive. The list is partial; the hit share may differ from the screen's.
# Second line of a record: PV pol inh, PV pol inh FP z-score
COC(=O)C(Cc1ccc(O)cc1)NC(=O)c1ccccc1OC (centres undefined)
  103, 0.4
NC(=O)C(F)(F)C(F)(F)C(F)(F)C(F)F
  99, -0.1
CC1=C(C)CC2(SC1)C(=O)N(c1ccccc1)N=C2N (centres undefined)
  103, 0.2
C=CCN(CC(=O)N1CCCc2ccccc21)S(=O)(=O)c1cccs1
  107, 0.5
CC1=C(c2ccc(C)c(C)c2)S(=O)(=O)N(Cc2ccc(C(=O)NC(C)c3ccccc3)cc2)C1=O (centres undefined)
  106, 0.1
COc1ccc(CCN(C)Cc2ccncc2)cc1OC
  98, -1.3
COc1cccc(NC(=O)CSC2=Nc3ccccc3C3=NC(CC(=O)NCCc4ccccc4)C(=O)N23)c1 (centres undefined)
  104, -0.4
Nn1c(SCc2ccccc2)nc2ccccc21
  101, -0.5
O=C1CC(c2ccc(S(=O)(=O)NC3CCCCC3)cc2)CN1 (centres undefined)
  99, -0.9
CCCNC(=O)C1Cc2cc(S(=O)(=O)N3CCCCCC3)ccc2N1C(C)=O (centres undefined)
  114, 1.9
COc1ccc(N=C2SCC(=O)N2C)cc1
  103, 0.4
N#C/C(=C\c1cccs1)c1csc2ccc(Cl)cc12
  109, 0.5
CCCCS(=O)(=O)Nc1nccs1
  99, -0.5
O=C(NC1CCCC1)c1ccccc1C(F)(F)F
  104, 0.2
CCN(CC)C(=O)N1CCN(C(=O)N(CC)CC)CC1
  104, 0.5
CN1C/C(=C\c2cc(Br)cs2)C(=O)/C(=C/c2cc(Br)cs2)C1
  99, -0.1
Cc1ccc(-n2nnnc2CNC(=O)c2ccccc2F)cc1C
  110, 0.5
COc1ccc(-c2nc(SCC(=O)Nc3ccccc3)c(-c3ccc(F)cc3)[nH]2)cc1OC
  107, -1.4
COc1ccc(-c2nc3cc(NC(=O)COc4ccc(F)cc4)ccc3o2)cc1
  110, 0.3
CCCS(=O)(=O)N1N=C(c2ccc(C)cc2)CC1c1ccco1 (centres undefined)
  82, -11
CC1=C/C(=C/N(C)c2ccccc2)C(=O)S1
  100, -0.5
Cc1csc(Cc2nc3ccccc3n2C)n1
  101, -0.1
CCCC(=O)NC(C)c1nc2ccccc2n1Cc1ccccc1 (centres undefined)
  107, 0.1
Cc1ccc(C)c(Cn2c(C)c(CNCc3ccc(F)cc3)c(C(=O)O)c2C)c1
  104, -0.4
NCC(O)CN(c1ccccc1)c1ccccc1 (centres undefined)
  102, 0.2
Cc1ccc(C2=C/C(=C\c3cccnc3)C(=O)O2)cc1
  102, -0.1
COc1ccccc1COC(=O)C1CCC1
  100, -0.7
S=C1Cc2ccccc2N1
  136, 2.7
CS(=O)(=O)N1Cc2ccccc2CC1C(=O)OCC(=O)c1ccccc1F (centres undefined)
  102, 0.1
COC(=O)CN1C(CN2CCOCC2)=Nc2ccc(Br)cc2C1c1ccccc1 (centres undefined)
  104, 0.4

# Record cards (already shown):
# CCCS(=O)(=O)N1N=C(c2ccc(C)cc2)CC1c1ccco1 (centres undefined) in the list: PV pol inh = 82; PV pol inh FP z-score = -11
# NCC(O)CN(c1ccccc1)c1ccccc1 (centres undefined) in the list: PV pol inh = 102; PV pol inh FP z-score = 0.2
# CCCC(=O)NC(C)c1nc2ccccc2n1Cc1ccccc1 (centres undefined) in the list: PV pol inh = 107; PV pol inh FP z-score = 0.1

# More compounds:
# Second line of a record: PV pol inh, PV pol inh FP z-score
Cn1c(SCC(=O)N2CCOCC2)ncc(C(=O)Nc2ccccc2)c1=O
  116, 1.9
Cc1csc(C/C(N)=N/O)n1
  102, -0.1
CCOC(=O)c1c(C)c(-c2ccccc2)n(CC(=O)NC2CCCCCC2)c1C
  106, 0.4
Cc1cccc(C)c1OCC(=O)N1CCc2ccccc21
  99, -0.9
Cc1cc2c(cc1NS(=O)(=O)c1ccc(Br)cc1)n(C)c(=O)c(=O)n2C
  104, -0.5
Cc1ccc(N2C(=O)NC(c3ccccc3)(C(F)(F)F)C2=O)nc1 (centres undefined)
  103, 0.5
Cn1nc(-c2ccc(OCC(=O)Nc3ccccc3)cc2)c2ccccc2c1=O
  107, 0.8
Cc1cc(C)n(CCc2nc3c4ccccc4nc(N4CCN(c5cccc(C)c5C)CC4)n3n2)n1
  105, 0.2
CC(=O)Nc1ccc(S(=O)(=O)NCCC(c2ccccc2)c2ccccc2)cc1
  98, -0.5
Cc1ccc2[nH]c(=O)c(CN(Cc3nnnn3CCc3ccccc3)C3CCCC3)cc2c1
  101, -0.3
Cc1ccc(Nc2nc(Nc3ccc(C)cc3)nc(Sc3ncn[nH]3)n2)cc1
  103, 0.2
Cc1ccc2nc(NCc3ccccc3)c(C=Nc3ccc(Cl)cc3)c(=O)n2c1
  98, -0.3
N#CCNS(=O)(=O)c1cc(Cl)ccc1Cl
  107, 0.3
COc1ccc(OC)c(-n2cnc3cc(C(=O)NCCc4ccccc4)ccc32)c1
  105, 0.1
Cc1c(C#N)c(NC(=O)CSc2nnnn2C2CCCC2)n(Cc2ccccc2)c1C
  100, -0.2
Cn1nnc2c(N3CCC(C#N)(c4ccccc4)CC3)nc(Cc3ccc(Cl)cc3Cl)nc21
  104, 0.4
O=C(Nc1nccs1)c1ccoc1COc1ccccc1
  101, -1.2
COCC(C)NC(=O)Nc1cn(C)c2ccccc12 (centres undefined)
  100, 0
CC1CC1C(=O)OCC(=O)Nc1cccc(Cl)c1 (centres undefined)
  102, 0.3
O=C(NCc1cccnc1)c1nc(-c2ccc(Cl)cc2)n2c1CCCCC2
  103, 0.2
CCn1c2ccccc2c2cc(NC(=O)c3cc(C)on3)ccc21
  104, 0
Cc1ccc(C(=O)Nc2ccc3c(c2)OCCO3)cc1
  99, -0.7
Cc1[nH]c2ccccc2c1C(c1cccs1)N1CCN(c2ccccc2)CC1 (centres undefined)
  104, 0.3
COc1ccc(Cl)cc1NC(=O)c1c(NCc2cccn2C)sc2c1CCCC2
  101, 0.4
Cc1cc(-c2ccccc2)n2nc(N)nc2n1
  102, 0
CCOCCc1nn2c(=O)cc(COC(=O)c3ccccc3NC(=O)CC(C)C)nc2s1
  103, -0.8
C=CCNC(=O)Cc1coc2cc(C)ccc12
  104, 0.8
Cc1c(Cl)cccc1NC1=NCC(=O)N1C1CCCC1
  102, 0.2
C=CCn1c(COc2ccccc2)nnc1SCC(N)=O
  102, 0.1
COc1ccc2c(c1)CCc1sc(/N=C/c3ccc(C)cc3)nc1-2
  101, 0.1

# New compounds follow:
# Second line of a record: PV pol inh, PV pol inh FP z-score
O=C(Cc1cccs1)NC1CCN(Cc2ccccc2)CC1
  102, -0.2
O=C(c1ccc2c(c1)N(Cc1ccc(Cl)cc1)C(=O)c1ccccc1S2=O)N1CCCCC1 (centres undefined)
  108, 0.4
Cc1c2cnn(CC(=O)NCc3ccccc3)c(=O)c2c(C)n1Cc1cccc(Cl)c1
  108, 0.3
NC(=O)C1CCN(C(=O)CN2C(=O)/C(=C/c3ccccc3F)Sc3ccccc32)CC1
  102, 0.4
Cc1ccccc1C1Nc2ccccc2S(=O)(=O)N1 (centres undefined)
  104, 0.5
COc1cccc(NC(=O)CCCn2c(=O)c3cccn3c3cccnc32)c1
  106, -0.2
C1=C(c2ccccc2)CCN(Cn2nnc(-c3ccccc3)n2)C1
  102, 0
CCOc1ccc(N2CC(c3nc4ccccc4n3C(C)C)CC2=O)cc1 (centres undefined)
  102, -0.6
COC(=O)c1cc(C)sc1NC(=S)NC(C)c1cn(C)nc1C (centres undefined)
  100, -0.5
CCOC(=O)c1[nH]c(C)c(C(=O)C(C)C)c1C
  103, 0.1
CCc1nonc1NC(=O)c1oc2ccc(Br)cc2c1C
  104, -1
Cc1oc(C(C)(C)C)cc1C(=O)NCCO
  100, -0.2
COc1ccc(Sc2nncc3nnn(-c4ccc(Cl)cc4)c23)cc1
  103, 0.6
Oc1ccccc1N=Cc1ccc2ncccc2c1
  102, 0.3
O=C(CCC(=O)n1ncc2ccc(Cl)cc21)NCc1cccnc1
  102, 0.3
Nc1c2ccccc2nc2c(O)cccc12
  101, 0.2
CC(C)c1ccc(NC(=O)COC(=O)c2ccc[nH]c2=O)cc1
  96, -0.5
Cc1cccc(CCn2c(=O)c3ccccc3n(Cc3cccc(F)c3)c2=O)c1
  109, 0.1
CCOc1ccc(C(=O)NCc2nc(-c3ccc(Cl)cc3)no2)cc1OCC
  109, 0.4
Cc1cccc(C)c1NC(=O)CN1C(=O)c2ccccc2Sc2ncccc21
  111, 0.6
CCc1nc(C)cn1S(=O)(=O)c1ccc(Cl)c(Cl)c1OC
  105, 0
C=CCN(CC=C)C(=O)c1ccc(I)cc1
  100, -0.8
C/C(=N\OCC(=O)Nc1nc2ccccc2s1)c1cccs1
  100, -0.2
Cc1cc(C)cc(NC(=O)N2CCOc3ccc(C)cc32)c1
  103, -0.2
O=C(Cn1cc(/C=N/NC(=S)Nc2ccccc2)c2ccccc21)NCc1ccco1
  102, 0.1
CCCNC(=O)c1ccc(Cn2c(SCC(=O)NC(C)C)nc3ccccc3c2=O)cc1
  106, 0.1
CN(CCOc1ccc(CC2SC(=O)NC2=O)cc1)c1ccccn1 (centres undefined)
  100, 0.1
O=C(COC(=O)CC1CCCC1)Nc1cc(C(F)(F)F)ccc1N1CCOCC1
  104, 0
CCc1ccc(Nc2cc(C(=O)O)c3ccccc3n2)cc1
  102, 0.1
Cc1cc(C)n(-c2nnc(Nc3ccc(C(C)C)cc3)c3ccccc23)n1
  103, -0.5

# The final 4 records of the section before come first, to join the parts.
# Second line of a record: PV pol inh, PV pol inh FP z-score
CN(CCOc1ccc(CC2SC(=O)NC2=O)cc1)c1ccccn1 (centres undefined)
  100, 0.1
O=C(COC(=O)CC1CCCC1)Nc1cc(C(F)(F)F)ccc1N1CCOCC1
  104, 0
CCc1ccc(Nc2cc(C(=O)O)c3ccccc3n2)cc1
  102, 0.1
Cc1cc(C)n(-c2nnc(Nc3ccc(C(C)C)cc3)c3ccccc23)n1
  103, -0.5
COc1ccc(CNCc2c(C(=O)O)c(C)n(Cc3ccccc3C)c2C)c(OC)c1
  105, -0.4
CCOC(=O)c1sc2nc3c(cc2c1N)COC(C)(C)C3
  100, -0.5
CN1/C(=C\C(=O)C(F)F)C(C)(C)c2ccccc21
  99, -0.8
CCOC(=O)/C=c1\s/c(=C\c2ccc(OC)cc2)c(=O)n1C
  106, 0.4
Cc1ccccc1N1CC(C(=O)N2CC(C)CC(C)C2)CC1=O (centres undefined)
  104, 1
CCCn1c(C)cc(C(=O)CSc2nnc(-c3ccccc3)n2C)c1C
  100, -0.4
Cc1ccc(C)c(N2N=C(C(=O)OCC(=O)NC3CC3)CCC2=O)c1
  101, -0.5
Cc1sc2c(c1C)c(=O)n(-c1ccc(Cl)cc1)c(=O)n2CC(=O)N1CCCCC1C (centres undefined)
  100, -0.7
CCCc1cnc(N2CCN(S(=O)(=O)c3cccs3)CC2)nc1
  104, 0
CCOC(=O)c1cccc(NC(=O)C2=C(C)C(=O)OC23CCCCC3)c1
  106, 0.2
Cc1ccc(NC(=O)c2cc3c(=O)[nH]c4ccccc4c3n2C)cc1F
  104, 0.1
O=C(NCCN1CCN(Cc2ccccc2)CC1)Nc1ccc(F)cc1
  101, 0.1
CN(C)c1ccc(N=Cc2nc(-c3ccccc3)oc2O)cc1
  102, 0.1
NNC(=O)CN1C(=O)Nc2ccc(Br)cc2C1c1ccccc1 (centres undefined)
  104, 0.7
Nn1c(SCC(=O)N2CCCC2)nnc1C1CCCCC1
  102, -0.1
CCN(c1cc(C)cc(C)c1)S(=O)(=O)c1nnc(NC(=O)c2ccccc2C)s1
  107, -0.2
Cn1ccnc1C(=O)c1cccc(Br)c1
  101, -0.7
CCN=C1NN=C(c2cc(C)n(Cc3ccco3)c2C)CS1
  102, -0.1
CCCCNC(=O)CC1NCCNC1=O (centres undefined)
  100, -0.3
CCOc1ccc(OCC)c(Nc2nc3ccc(C(=O)c4ccccc4)cc3n3cnnc23)c1
  107, 0.3
Fc1ccc(CNc2ccc(N3CCCC3)cc2)cc1
  98, -1
COc1cccc(CO)c1OCc1ccccc1F
  101, -0.1
Cc1ccc(S(=O)(=O)c2nc(S(=O)(=O)c3ccc(C)cc3)c(NCCCOC(C)C)s2)cc1
  102, -1
Cc1ccc(S(=O)(=O)N(C)CC(=O)Nc2cccnc2)cc1
  101, 0.5
CCCNC(=O)c1ccc2c(c1)c(C)c(C)n2CC
  105, 1.7
COc1ccc2c(C)nc(NC3=NC(C)(C)CC(C)=N3)nc2c1
  99, -0.2
CC(=O)Nc1ccc2c(c1)CN(C1CCCCC1)CO2
  102, 0.1
CCn1nnc2c(N(Cc3ccccc3)Cc3ccccc3)ncnc21
  100, 0
CC1Sc2nnc(-c3ccc(OC(F)F)cc3)n2N=C1c1ccc(NS(C)(=O)=O)cc1 (centres undefined)
  104, 0.2
CCN(Cc1ccccc1)C(=O)c1cc2sccc2n1Cc1ccccc1
  106, 1.6

# Next section.
# Second line of a record: PV pol inh, PV pol inh FP z-score
N#Cc1c2c(c(N3CCN(CCO)CC3)n3c1nc1ccccc13)CCC2
  100, -0.9
CCCc1cc(=O)[nH]c(SC(C)C(=O)NC(=O)NC)n1 (centres undefined)
  104, 0.2
CS/C(=N\S(=O)(=O)c1cccs1)Nc1ccc(N2CCOCC2)cc1
  104, 0.3
CCCCCn1c(-c2cccc(C)c2)nc2ccccc21
  107, 0.1
O=C(Cc1ccccc1F)Nc1cccc(-c2nn[nH]n2)c1
  103, 0.3
Cc1cc2[nH]c(=O)c(=O)[nH]c2cc1S(=O)(=O)N1CCN(c2cccc(C(F)(F)F)c2)CC1
  101, -1.1
CCOCc1cc(CN2CCN(c3ccccc3OC)CC2)c(O)c2ncccc12
  125, 3.3
NC(=O)N1CCNCC1
  101, -0.1
CC(C)(C)c1oc(C(=O)Nc2ccc3c(c2)oc2ccccc23)cc1COCC(F)(F)F
  97, -0.4
CS(=O)(=O)N(c1ccc(F)cc1)C1C=CS(=O)(=O)C1 (centres undefined)
  105, 0.3
CSc1ccc(CCNC(=O)c2cc3c(-c4ccccc4F)nn(C)c3s2)cc1
  106, -0.2
